Screening data from PubChem.
PLC-gamma1 inh: PLC-gamma1 enzyme inhibitors, primary screen, biochemical, fluorescence, purified enzyme. fluorogenic substrate. inhibition, % at 12.2 µM. hit rate 0.84% among 370,000. AID 720700, 2013; in the data active = inhibition above about 9.5%
PLCb3 inh: human PLC-beta3 inhibitors, primary screen, biochemical, fluorescence | Purified PLC-beta3, fluorogenic substrate | 1-phosphatidylinositol 4,5-bisphosphate phosphodiesterase beta-3 (Homo sapiens), Q01970 | hit rate 0.18% among 370,000 | inhibition, % at 12.2 µM; in the data active = inhibition above about 11%;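 also: 0% = median of compound wells on plate and 100% = full blocker control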
DDE Tn7 FP inh: inhibitors of Tn7 peptide binding to fibrin DD(E), primary screen, biochemical, fluorescence polarization, human fibrin, Tn7 probe; Fibrinogen beta chain (Homo sapiens), P02675; AID 720508, 2013; FP displacement of FITC-Tn7 peptide from fibrin DD(E); 0% = median of compound wells per plate; hit rate 0.13% among 370,000; inhibition, % at 8.3 µM;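 active = inhibition above the mean of compounds falling within the control limits plus 3 SD of them, cut at about 14% in these data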;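 also: 0% = plate median of compound wells and 100% = 10 µM Aha-Tn7 peptide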
Target sequence (P02675 whole entry, looked up): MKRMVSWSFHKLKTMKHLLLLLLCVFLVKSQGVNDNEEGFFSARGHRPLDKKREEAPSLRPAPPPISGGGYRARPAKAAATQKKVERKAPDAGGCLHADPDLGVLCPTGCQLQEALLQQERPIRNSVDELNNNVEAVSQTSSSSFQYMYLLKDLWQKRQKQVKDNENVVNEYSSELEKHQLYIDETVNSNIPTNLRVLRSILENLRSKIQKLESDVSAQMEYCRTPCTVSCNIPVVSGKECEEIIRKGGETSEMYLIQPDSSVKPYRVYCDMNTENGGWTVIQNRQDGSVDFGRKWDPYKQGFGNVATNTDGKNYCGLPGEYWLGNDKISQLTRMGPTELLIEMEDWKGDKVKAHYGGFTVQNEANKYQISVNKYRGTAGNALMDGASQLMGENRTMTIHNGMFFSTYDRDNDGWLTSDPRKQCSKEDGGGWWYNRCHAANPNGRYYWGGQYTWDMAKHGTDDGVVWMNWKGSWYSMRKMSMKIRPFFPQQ
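Test system – human fibrin DD(E) · Times – 10 min preincubation, 3 h with tracer, room temperature · Detection – fluorescence polarization of the labelled Tn7 tracer · Measure – percent inhibition normalized to high-control wells · Benchmarks – high control wells with 10 µM unlabelled Aha-Tn7 peptide (full inhibition) · Repeats – singlicate testing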
KLK7 zymogen act: proKLK7 zymogen activators, primary screen, biochemical, fluorescence intensity. activation, % at 7 µM. AID 652039, 2013. Kallikrein-7 (Homo sapiens), P49862. purified proKLK7, EDANS-DABCYL substrate fluorescence; 100% is mature enzyme control, 0% vehicle. hit rate 0.9% among 370,000;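 active = activation above the mean of all tested compounds plus 3 SD, computed per campaign excluding outliers beyond control limits, cut at about 13% in these data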
Target sequence (P49862 whole entry, looked up): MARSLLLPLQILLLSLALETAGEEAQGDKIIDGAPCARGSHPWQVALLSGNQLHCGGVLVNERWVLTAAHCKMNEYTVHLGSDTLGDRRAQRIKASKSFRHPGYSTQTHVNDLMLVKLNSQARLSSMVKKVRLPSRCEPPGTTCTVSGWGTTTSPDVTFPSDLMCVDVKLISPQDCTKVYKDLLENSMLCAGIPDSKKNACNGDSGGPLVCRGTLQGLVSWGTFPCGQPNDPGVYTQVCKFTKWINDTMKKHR
ASAP1 GAP inh: inhibitors of human ASAP1 ArfGAP activity, primary screen, biochemical, fluorescence polarization; Arf-GAP with SH3 domain, ANK repeat and PH domain-containing protein 1 (Homo sapiens), …; inhibition, % at 16.5 µM; ASAP1-stimulated ARF1 GTP hydrolysis, GDP FP detection; hit rate 0.19% among 360,000; in the data active = inhibition above about 25%;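 also: 0% = vehicle with enzyme and substrate and 100% = no enzyme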
ARFGAP1 inhibitor: inhibitors of rat ARFGAP1 GAP activity, primary screen, biochemical, fluorescence polarization, GDP tracer. ADP-ribosylation factor GTPase-activating protein 1 (Rattus norvegicus), Q62848. Arfgap1-stimulated ARF1 GTP hydrolysis, GDP FP detection. inhibition, % at 16.5 µM. hit rate 0.26% among 360,000. AID 651572, 2012;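 active = inhibition above a per-plate limit, mean inhibition of low control wells plus 3 SD, cut at about 25% in these data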;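 also: 0% = DMSO wells with enzyme and 100% = wells lacking Arfgap1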
Target sequence (Q62848 1-136 limits assumed): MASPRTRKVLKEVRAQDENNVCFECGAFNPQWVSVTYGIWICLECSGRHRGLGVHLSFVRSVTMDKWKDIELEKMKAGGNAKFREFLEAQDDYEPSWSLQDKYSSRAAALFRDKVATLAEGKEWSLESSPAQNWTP
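System: truncated rat Arfgap1 GAP domain / Medium: HEPES-based buffer, pH 7.5 / Also added: N-terminally truncated human ARF1-GTP substrate / Incubation: enzyme reaction 120 min at 25 °C after 20 min preincubation / Measured by: FP of antibody-bound GDP Alexa 633 tracer, ex 620/em 688 nm / Replicates: singlicate, each compound tested once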
Tn6 DDE FP: inhibitors of Tn6 peptide binding to fibrin DD(E), primary screen, biochemical, fluorescence polarization, human fibrin, Tn6 probe; Fibrinogen beta chain (Homo sapiens), P02675; inhibition, % at 8.3 µM; AID 720509, 2013; hit rate 0.21% among 370,000; Fibrin DD(E) TRITC-Tn6 fluorescence polarization displacement;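 active = inhibition above a per-campaign cutoff: mean of compounds within control limits plus 3 SD, cut at about 15% in these data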;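 also: 0% = median of all compound wells on the plate and 100% = blocking peptide control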
NR1D1 modulator: modulators of Rev-erb alpha DNA binding, primary screen, biochemical, FITC-DNA, fluorescence polarization, uHTS | Nuclear receptor subfamily 1 group D member 1 (Homo sapiens), P20393 | Rev-erbα–FITC-DNA binding, 90 min | activity, % at 10 µM | hit rate 0.79% among 370,000 | AID 1259318, 2017;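 active = activity above about 14%, limit read from the data; passing the limit was not always enough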;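 also: 0% = DMSO wells with 35 nM protein and 100% = DMSO wells with 750 nM protein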
sPLA2-III inh: human group III sPLA2 inhibitors, primary screen, biochemical, QFRET, BODIPY PC-A2 liposome substrate; Group 3 secretory phospholipase A2 (Homo sapiens), Q9NZ20; inhibition, % at 12.2 µM; hit rate 0.56% among 370,000; QFRET BODIPY PC-A2 liposome hydrolysis, fluorescence; AID 743126, 2013;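 active = inhibition above mean plus 3 SD of compounds lying within the high and low control bounds, cut at about 19% in these data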;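 also: 0% = median of test compound wells and 100% = no enzyme DMSO wells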
UHRF1 MBD2 ctr: UHRF1 methylated DNA binding inhibitors, primary screen, counter-screen for MBD2 inhibitor project, biochemical, TR-FRET, human UHRF1, single concentration; UHRF1 binding to methylated oligo; inhibition, % at 4.4 µM; hit rate 0.75% among 370,000; AID 687016, 2013; in the data active = inhibition above about 21%;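 also: UHRF1 SRA domain binding a hemimethylated CpG hairpin DNA probe; 0% = median of test compound wells and 100% = reference inhibitor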
* hit, by the source's call; / = not tested or not shown. The list is partial. The share of hits here may be higher or lower than overall.

Molecule	PLC-gamma1 inh	PLCb3 inh	DDE Tn7 FP inh	KLK7 zymogen act	ASAP1 GAP inh	ARFGAP1 inhibitor	Tn6 DDE FP	NR1D1 modulator	sPLA2-III inh	UHRF1 MBD2 ctr
COC(=O)C1=Nc2ccccc2/C1=C\c1c(O)n(-c2ccc(OC)cc2)c(=O)[nH]c1=O	-9	-18	0	3.3	-7	3	-5	-2	-8	-2
CO[C@H]([C@H](C)/C=C/N(C)C=O)[C@@H](C)C(=O)CC[C@H](C)[C@H](O)[C@H](C)[C@H]1OC(=O)/C=C/C(C)=C/[C@H](O)[C@H](OC)C[C@@H]2C=CC[C@@H](C[C@H](OC)[C@@H](CO)[C@@H](OC)C[C@@H](OC)[C@@H]1C)O2	2	3	-8	/	/	/	0	-9	-12	-1
O=c1[nH]c(=S)[nH]c(O)c1/C=N/N1CCOCC1	-3	-15	-1	-1.9	0	0	8	3	2	-3
CC1CN(c2ccc([N+](=O)[O-])cc2Cl)CCN1 (stereo not drawn)	2	2	2	-0.4	-1	3	-3	-1	9	0
COc1nc2ccccc2nc1N1CC1	-18	-25	-1	-0.7	-2	-3	8	1	6	-1
CC(C)CCNC(=O)c1c(N)n(CC2CCCO2)c2nc3ccccc3nc12 (stereo not drawn)	-232	-330	-1	-9.8	7	6	3	-4	-4	-7
O=C(c1cccc(Cl)c1)C1CCCN(Cc2cccc3cnccc23)C1 (stereo not drawn)	1	0	-2	-0.1	-3	8	6	0	-10	-2
CC12CCC(=O)C=C1CCC1C2C(O)CC2(C)C(O)CCC12 (stereo not drawn)	-1	0	2	-0.5	-7	-7	-9	0	-1	-3
COc1ccccc1-n1c(-c2ccccc2Cl)nc2ccccc2c1=O	0	-6	16*	0.2	-11	-5	-1	-5	2	7
COc1ccc(C(c2ccc(OC)cc2)C(Cl)(Cl)Cl)cc1	-3	-3	0	-1.5	-4	7	-5	-1	-9	1
C=C1C(=O)O[C@H]2[C@H]1[C@H](OC(=O)CC(=O)O[C@@H]1C[C@@H](C)[C@@H]3C=CC(=O)[C@@]3(C)[C@H]3OC(=O)C(=C)[C@H]13)C[C@@H](C)[C@H]1C=CC(=O)[C@]12C	-3	-2	0	0.5	-8	-1	3	6	-12	1
OC1(c2ccccc2F)CC2CCC(C1)N2CCN1CCOCC1 (stereo not drawn)	9	4	1	-0.1	-13	0	-2	1	6	3
CCCCn1c(O)c(C(CC)=NCc2ccco2)c(=O)[nH]c1=O	1	7	-5	0.0	3	2	0	1	3	8
Cc1ccc2c(c1)N(C(C)C(=O)N1CCC3(CC1)OCCO3)C(=O)CO2 (stereo not drawn)	2	-11	6	-0.8	9	3	-4	3	8	3
CCc1ccccc1NC(=O)N1C[C@H]2C[C@@H](C1)c1cccc(=O)n1C2	2	6	-3	0.1	-5	6	8	1	5	-3
CCC(C)N1C(=O)/C(=C\c2cc3c4c(c2)CCCN4CCC3)C(=O)NC1=S (stereo not drawn)	-19	-18	10	-1.1	3	-6	1	-12	22*	2
NNC(=O)c1nc[nH]c1C(=O)Nc1ccc(Cl)cc1C(=O)c1ccccc1	1	-1	-12	0.7	17	-1	3	-4	5	-1
N#Cc1ccc(/C=C/C(=O)O)cc1	5	-3	3	0.3	11	14	-3	-1	-2	-1
CC1CC(C)(O)CC(C(O)CC2CC(=O)NC(=O)C2)C1=O (stereo not drawn)	0	1	8	-0.2	1	-11	5	5	17	3
CC1([N+](=O)[O-])COP(=O)(NC2CCCC2)OC1 (stereo not drawn)	5	1	-4	-0.3	12	7	-5	0	-2	1
O=C(NCCCN1CC1)Nc1cccc2ccccc12	0	-2	-4	-0.7	-4	14	-6	-2	7	2
CC(C)NC(C)C(=O)c1ccc2ccccc2c1 (stereo not drawn)	-77	-94	-2	27*	2	0	0	-2	-4	-2
COCc1cc(C2SCC(=O)Nc3c2c(=O)[nH]n3C(C)C)ccc1OC (stereo not drawn)	3	0	0	0.3	4	3	-6	-7	0	-5
Cc1ccc(C(O)P(=O)(Oc2ccccc2)Oc2ccccc2)cc1 (stereo not drawn)	2	2	3	0.4	-1	4	6	-4	-7	-1
C=C1C(=O)O[C@H]2C[C@@H](C)[C@@H]3C=CC(=O)[C@@]3(C)C[C@H]12	-1	5	-3	0.9	-10	12	-1	1	2	-2
CC1CCCC(C2(O)C(=O)Nc3ccccc32)C1=O (stereo not drawn)	-2	5	5	-0.6	2	0	7	-4	3	3
C[C@]12CCC3C(CCC4=C/C(=N/OCC(=O)NC(CCC(N)=O)C(=O)O)CC[C@@]43C)C1CCC2O (stereo partly drawn)	2	-6	5	-0.6	5	8	5	1	2	2
NCCc1ccc(S(=O)(=O)F)cc1	0	4	-7	0.0	2	-13	-5	-7	4	2
CC/C(=N\NC(=O)Nc1ccccc1)c1c(O)n(Cc2ccccc2)c(=O)[nH]c1=O	-8	-11	-2	-0.2	-3	14	3	-5	-16	-3
CC1=CC(=C2C(=O)NC(=S)NC2=O)C=C(C(F)(F)F)N1C	-6	5	7	-0.5	-2	1	-3	6	10	-1
c1ccc(CCN2CCCCC2)nc1	-3	3	-4	0.1	3	6	-10	-2	3	1
COc1cccc(-c2sc3ccccc3c2-c2ccc(OCCN3CCOCC3)cc2)c1	-6	-9	-3	-2.9	5	9	1	-1	-25	12
Cc1ccc(C(C)C)c(OCC(=O)N2CCN(CC(=O)N3CCOCC3)CC2)c1	5	-3	9	0.6	-2	-5	-6	5	-3	12
COC(=O)C1=C(c2ccc(F)cc2OCc2ccccc2)C[C@@H]2CC[C@H]1N2C(=O)NCc1ccc(Br)cc1	2	-3	6	-0.2	-3	1	3	1	-16	-3
O=C1C2CCN(CC2)C1Cc1ccccc1O (stereo not drawn)	2	-1	7	-0.1	-18	-5	7	3	1	2
O=P(O)(O)CN1CCNCCN(CP(=O)(O)O)CCNCC1	3	2	2	-0.4	-15	0	6	8	-6	0
O=C(COc1ccc(Br)cc1)N1CCN(C2CCCC2)CC1	2	2	-5	0.1	3	-5	-3	2	-10	-3
CC(C)CC1(CCc2ccccc2)C(=O)NC(=O)NC1=O	-1	0	-5	0.7	-8	10	4	3	1	-3
C=CCn1c(O)c(C=NCCCn2ccnc2)c(=O)[nH]c1=O	5	0	-5	0.2	-11	-13	-4	-3	-1	0
O=C(Cn1ncc2ccccc21)N1CCC2(CC1)OCCO2	3	3	-5	-0.7	4	-12	0	-3	0	0
CCCCn1c(O)c(/C=N/NC(=O)c2ccncc2)c(=O)[nH]c1=S	-86	-119	5	-1.9	10	0	-2	1	-2	1
CC(C)N1C(=O)CCC1C(=O)N1CCC2(CC1)OCCO2 (stereo not drawn)	1	2	3	-0.3	14	-5	3	0	1	-1
O=C1NC(=O)C(=CCc2ccccc2)C(=O)N1	-6	-8	3	0.5	6	-4	-2	6	-3	-4
O=[N+]([O-])c1ccc(O)c([N+](=O)[O-])c1	5	2	-6	-0.1	4	3	2	-2	6	0

Given with values under each structure: 13 of the compounds above.
Order of values – PLC-gamma1 inh, PLCb3 inh, DDE Tn7 FP inh, KLK7 zymogen act, ASAP1 GAP inh, ARFGAP1 inhibitor, Tn6 DDE FP, NR1D1 modulator, sPLA2-III inh, UHRF1 MBD2 ctr
COc1cccc(-c2sc3ccccc3c2-c2ccc(OCCN3CCOCC3)cc2)c1
  -6, -9, -3, -2.9, 5, 9, 1, -1, -25, 12
Cc1ccc(C(C)C)c(OCC(=O)N2CCN(CC(=O)N3CCOCC3)CC2)c1
  5, -3, 9, 0.6, -2, -5, -6, 5, -3, 12
COC(=O)C1=C(c2ccc(F)cc2OCc2ccccc2)C[C@@H]2CC[C@H]1N2C(=O)NCc1ccc(Br)cc1
  2, -3, 6, -0.2, -3, 1, 3, 1, -16, -3
O=C1C2CCN(CC2)C1Cc1ccccc1O (stereo not drawn)
  2, -1, 7, -0.1, -18, -5, 7, 3, 1, 2
O=P(O)(O)CN1CCNCCN(CP(=O)(O)O)CCNCC1
  3, 2, 2, -0.4, -15, 0, 6, 8, -6, 0
O=C(COc1ccc(Br)cc1)N1CCN(C2CCCC2)CC1
  2, 2, -5, 0.1, 3, -5, -3, 2, -10, -3
CC(C)CC1(CCc2ccccc2)C(=O)NC(=O)NC1=O
  -1, 0, -5, 0.7, -8, 10, 4, 3, 1, -3
C=CCn1c(O)c(C=NCCCn2ccnc2)c(=O)[nH]c1=O
  5, 0, -5, 0.2, -11, -13, -4, -3, -1, 0
O=C(Cn1ncc2ccccc21)N1CCC2(CC1)OCCO2
  3, 3, -5, -0.7, 4, -12, 0, -3, 0, 0
CCCCn1c(O)c(/C=N/NC(=O)c2ccncc2)c(=O)[nH]c1=S
  -86, -119, 5, -1.9, 10, 0, -2, 1, -2, 1
CC(C)N1C(=O)CCC1C(=O)N1CCC2(CC1)OCCO2 (stereo not drawn)
  1, 2, 3, -0.3, 14, -5, 3, 0, 1, -1
O=C1NC(=O)C(=CCc2ccccc2)C(=O)N1
  -6, -8, 3, 0.5, 6, -4, -2, 6, -3, -4
O=[N+]([O-])c1ccc(O)c([N+](=O)[O-])c1
  5, 2, -6, -0.1, 4, 3, 2, -2, 6, 0
